Compound activity (PubChem BioAssay)
Ba/F3 V617F tox – reduced viability of JAK2V617F-dependent Ba/F3 cells, primary screen, JAK2V617F inhibitor project, cell-based, Ba/F3 EpoR-JAK2V617F, luminescence. ATP luminescence. inhibition, % at 5.6 µM. 1.1% of 220,000 active;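 active = inhibition above the campaign mean plus 3 SD over all tested compounds, cut at about 24% in these data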;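 note: cytokine-independent growth of Ba/F3 cells driven by EpoR plus mutant JAK2; 0% = DMSO-treated cells and 100% = JAK inhibitor I control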
Calpain2 inh – inhibitors of pig calpain II, primary screen, biochemical, fluorogenic peptide substrate, 1536-well. purified calpain II, 30 min. inhibition, % at 16 µM. 0.37% of 220,000 active. AID 1236, 2008;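 active = inhibition above about 50%, limit read from the data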
TRPML3 ag – human TRPML3 channel agonists, primary screen, cell-based, HEK293 TRPML3-YFP, Fluo-8 calcium fluorescence, 3 µM | activation, % at 3 µM | AID 1448, 2008 | 0.29% of 220,000 active | Mucolipin-3 (Homo sapiens), Q8TDD5 | 100% = the carbachol control signal;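 active = activation above its plate's cutoff, the mean activation of the plate's test wells plus 3 SD, cut at about 12% in these data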;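 note: 0% = DMSO only wells and 100% = carbachol wells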
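Material: TRPML3-YFP stable HEK293 cells | Dosing: One concentration, 3 µM nominal, 0.3% DMSO | Timing: 125 s total fluorescence read per well | Technique: Fluo-8 calcium dye fluorescence, ex 470-495, em 515-575 nm | Measure: Percent activation from peak-to-basal fluorescence ratio, scaled between DMSO and carbachol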
TRPN1 ag – zebrafish TRPN1 channel agonists, primary screen, cell-based, HEK293, calcium fluorescence. 0.18% of 220,000 active. activation, % at 3 µM. HEK293 zebrafish TRPN1-YFP, Fluo-8 calcium fluorescence; 100% = response to 87 µM carbachol. transient receptor potential cation channel N1 (TRPN1/NompC), Danio rerio. AID 1424, 2008;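 active = activation above its plate's cutoff, the mean activation of test wells on that plate plus 3 SD, cut at about 19% in these data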;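 note: 0% = DMSO alone and 100% = 87 µM carbachol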
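Control set: carbachol 87 µM as high control, DMSO as low control; system: HEK293 stable line with zebrafish TRPN1-YFP; read-out: % activation versus carbachol response; detection: intracellular calcium fluorescence with Fluo-8; doses: single test compound dose, 3 µM nominal, 0.3% DMSO; schedule: dye 1 h 37 °C plus 30 min RT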
S1P4 antag – S1P4 receptor antagonists, primary screen, cell-based | Sphingosine 1-phosphate receptor 4 (Homo sapiens), O95977 | S1P4-expressing cells, antagonist mode, reporter read-out | inhibition, % at 4.98 µM | 0.26% of 220,000 active | AID 1510, 2009; in the data active = inhibition above about 29%;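 note: 0% = wells stimulated with agonist and 100% = vehicle wells without agonist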
Target sequence (O95977 whole entry, looked up): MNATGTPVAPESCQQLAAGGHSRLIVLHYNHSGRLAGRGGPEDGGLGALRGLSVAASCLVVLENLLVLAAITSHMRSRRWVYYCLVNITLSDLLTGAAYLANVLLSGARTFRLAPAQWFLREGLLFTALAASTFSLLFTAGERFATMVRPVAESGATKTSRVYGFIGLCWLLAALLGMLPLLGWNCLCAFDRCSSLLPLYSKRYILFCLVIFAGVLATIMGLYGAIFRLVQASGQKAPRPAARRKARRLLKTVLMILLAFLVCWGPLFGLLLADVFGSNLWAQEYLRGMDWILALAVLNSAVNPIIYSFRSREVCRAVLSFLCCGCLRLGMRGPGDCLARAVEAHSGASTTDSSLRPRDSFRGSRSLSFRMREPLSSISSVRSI
BaF3 tox – parental Ba/F3 cell viability inhibition, counter-screen for JAK2V617F inhibitor project, murine pro-B, CellTiter-Glo luminescence. CellTiter-Glo ATP luminescence. inhibition, % at 5.6 µM. 1.1% of 220,000 active. AID 1486, 2009;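 active = inhibition above a per-campaign cutoff, the mean inhibition of all tested compounds plus 3 SD, cut at about 27% in these data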;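 note: 0% = DMSO wells and 100% = JAK Inhibitor I control wells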
PERK inh – block of dimerizer-induced PERK translation repression, primary screen, PERK inhibitor project, CHO PERK-DD cells, SEAP luminescence, HTS. Eukaryotic translation initiation factor 2-alpha kinase 3 (Homo sapiens), Q9NZJ5. 0.17% of 220,000 active. CHO PERK-DD fusion, SEAP luminescence translation reporter. inhibition, % at 5.6 µM;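 active = inhibition above the mean inhibition of all tested compounds plus 3 SD, set separately per screening campaign, cut at about 2.9% in these data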;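 note: PERK kinase domain activated by AP20187 dimerizer at 100 nM; 0% = DMSO with dimerizer and 100% = rapamycin at 8.4 µM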
EP2 mod – EP2 receptor modulators, cAMP readout, primary screen, cell-based, HTRF cAMP, PGE2 stimulation. EP2-expressing cells, cAMP HTRF FRET, PGE2 co-stimulation. induction, % at 25 µM. 0.83% of 260,000 active. AID 940, 2007;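 active = compounds whose cAMP rise, as percent of the full-agonist control response, exceeds 60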;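 note: rat C6 glioma line stably carrying human EP2 under a CMV promoter; the protocol text gives 20 µM as final concentration; 100% = response of wells given 1 µM PGE2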
Target sequence (P43116 whole entry, looked up): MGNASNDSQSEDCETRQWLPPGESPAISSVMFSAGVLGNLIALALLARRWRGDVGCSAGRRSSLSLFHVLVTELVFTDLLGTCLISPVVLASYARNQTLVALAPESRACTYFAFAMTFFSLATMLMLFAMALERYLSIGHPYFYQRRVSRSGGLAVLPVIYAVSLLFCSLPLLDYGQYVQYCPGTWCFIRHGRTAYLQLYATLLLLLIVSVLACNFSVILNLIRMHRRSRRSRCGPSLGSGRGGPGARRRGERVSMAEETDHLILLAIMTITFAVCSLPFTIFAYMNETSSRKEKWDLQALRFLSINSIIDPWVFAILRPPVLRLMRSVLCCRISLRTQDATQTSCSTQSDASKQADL
S1P4 ag – S1P4 receptor agonists, primary screen, cell-based; Sphingosine 1-phosphate receptor 4 (Homo sapiens), O95977; S1P4-expressing cell line, agonist reporter assay; activation, % at 4.98 µM; 0.35% of 220,000 active; AID 1509, 2009; in the data active = activation above about 11%;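 note: 0% = DMSO vehicle and 100% = reference agonist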
* marks the source's active call; other numbers are inactive results.

SMILES | Ba/F3 V617F tox | Calpain2 inh | TRPML3 ag | TRPN1 ag | S1P4 antag | BaF3 tox | PERK inh | EP2 mod | S1P4 ag
N#C/C(=C\Nc1ccc2c(c1)OCCO2)c1nc(-c2ccccc2)cs1 | -7 | -15 | -0.2 | 1.4 | 1 | 4 | 0.5 | 52 | 0.5
CCSc1ccccc1C(=O)NC1CCCCC1 | 2 | -17 | 0.3 | 0.2 | -7 | 5 | 0.1 | 16 | 1.7
Cc1c(Br)c([N+](=O)[O-])nn1C(C)C(=O)NCc1cccnc1 (configuration not stated) | 0 | -33 | 0.6 | -0.9 | -7 | 5 | -1.4 | 23 | 6.9
CC(=O)c1ccc(NC(=O)/C(=C\c2ccccc2)NC(=O)c2ccco2)cc1 | -5 | -15 | 0.7 | 0.2 | 2 | 0 | 0.7 | 2 | -0.1
O=C(CSc1nnc(CNC(=O)c2cccs2)o1)NC1CCCC1 | -4 | 3 | 0.8 | 0.6 | -7 | 3 | 1.2 | 16 | -2.9
Nc1c(S(=O)(=O)c2ccccc2)csc1C(=O)O | 3 | 5 | 0.5 | 0.1 | -1 | 3 | 0.0 | 25 | -0.3
Cc1ccc2[nH]c(=O)c(CN(Cc3ccco3)S(=O)(=O)c3c(C)ccc4nsnc34)cc2c1 | -1 | -227 | 0.7 | 1.3 | -7 | 0 | 0.8 | 2 | 0.1
COc1ccc(Oc2nc(-c3ccccn3)nc3ccccc23)cc1 | -5 | 18 | 0.8 | -1.2 | -5 | 4 | 0.3 | 29 | -1.5
O=C(Oc1ccc(Cl)cc1N1C(=O)CCC1=O)c1ccco1 | -2 | 1 | 0.1 | -1.2 | -20 | 3 | 0.0 | 28 | 1.1
O=C(NCCc1ccccc1)C1(c2ccccc2)CC1(Cl)Cl (configuration not stated) | -3 | -7 | -0.1 | -0.1 | 1 | -1 | 1.1 | 4 | 1.4
Cc1ccc(-c2c[nH]c(=S)n2-c2ccccc2)cc1 | 4 | 34 | -2.3 | -2.3 | -5 | 0 | 0.0 | 14 | -1.3
CCOC(=O)C1CCCN(C2CC(=O)N(c3ccc(NC(C)=O)cc3)C2=O)C1 (configuration not stated) | 3 | 18 | 0.2 | 1.5 | 6 | 5 | -0.1 | -8 | -1.4
COC(=O)CCn1nc(-c2ccc(Cl)cc2)c2ccccc2c1=O | -3 | 6 | -0.3 | -0.9 | -7 | 3 | 0.5 | 49 | 0.7
Cc1ccnc(NC(=O)c2ccc3c(c2)S(=O)(=O)c2ccccc2C3=O)c1 | 1 | 27 | 0.8 | 1.2 | -22 | 7 | 0.7 | 19 | 2.0
O=c1[nH]c(SCc2ccc(Cl)cc2)nc2[nH]ncc12 | 4 | 16 | 0.9 | 1.1 | -10 | 9 | 0.6 | -8 | 0.6
CCOc1ccc2[nH]c(=O)c(CN(Cc3ccc(F)cc3)C(=O)c3ccco3)cc2c1 | 1 | -102 | 0.3 | 1.5 | -6 | 9 | -1.6 | 19 | 0.9
Cc1ccc(-c2nn3c(C)nnc3s2)cc1NC(=O)COc1ccc(Cl)cc1 | -1 | -10 | 0.9 | 0.7 | -18 | 4 | -0.8 | -10 | -1.9
CCC(C)C(=O)Nc1nc(C)c(-c2csc(Nc3cc(OC)ccc3OC)n2)s1 (configuration not stated) | 4 | -31 | 1.7 | -0.7 | -23 | 6 | -1.0 | 17 | -0.2
Cc1nn(-c2ccc(F)cc2)c(N)c1C1(O)C(=O)Nc2ccccc21 (configuration not stated) | 4 | 0 | 0.9 | 0.8 | -3 | 10 | 1.1 | 22 | 1.1
Cc1nn(Cc2ccc(Cl)cc2)c(C)c1N | 5 | -32 | -0.6 | -0.7 | -3 | 9 | -0.2 | -5 | -2.6
CC(C)(C)c1nc2scc(-c3cccs3)c2c(=O)o1 | -4 | -32 | 2.0 | 1.4 | 14 | -2 | -0.1 | 1 | 1.5
COc1ccc(-c2csc3ncnc(Cl)c23)cc1 | -4 | -7 | -0.8 | -2.9 | 5 | -2 | 0.3 | 45 | 2.0
CCCCNC(=O)CCn1c(=O)c2ccccc2n(Cc2ccc(F)cc2)c1=O | -2 | 1 | 0.6 | 0.8 | -20 | 4 | 0.5 | 12 | 15*
Cc1cc(C)c2nc(NNC(=O)c3cc(-c4cccs4)nc4ccccc34)sc2c1 | 3 | -31 | 0.7 | 1.2 | 1 | 8 | 0.9 | -4 | 1.1
CC(=O)OC1CCC2(C)C(=CCC3C2CCC2(C)C3CC3OC4(CCC(C)CN4)C(C)C32)C1 (configuration not stated) | -3 | 11 | 1.0 | 1.2 | 5 | 3 | 0.8 | 12 | -2.1
Cc1ccccc1N1C(=O)c2ccccc2NC1c1ccncc1 (configuration not stated) | 1 | -127 | -0.1 | 0.2 | 5 | 5 | 0.1 | 27 | 1.6
O=C(N/N=C/c1ccc[nH]1)c1cc(-c2cccs2)nc2ccccc12 | 0 | -70 | 0.3 | -0.8 | 0 | 0 | 1.0 | -4 | -0.1
N#Cc1c(NC(=O)CSc2n[nH]c(Cc3ccccc3)n2)oc(-c2ccccc2)c1-c1ccccc1 | -1 | -2 | -0.8 | -0.5 | -1 | 1 | -0.7 | 77* | -0.2
CC1(C)Cn2c(nnc2-c2ccccc2)S1 | -4 | -29 | 1.0 | -0.2 | 1 | 1 | 1.2 | 11 | 1.0
O=C(N/N=C1\C2CN3CCN(C2)CC1(c1ccccc1)C3)c1ccc(F)cc1 | -5 | -13 | 0.8 | 0.5 | 3 | 1 | 0.1 | 11 | -0.1
O=C(COC(=O)c1cc[n+]([O-])cc1)Nc1ccc(SC(F)F)cc1 | -2 | -42 | 0.7 | 2.4 | -3 | -4 | 1.2 | 18 | -0.9
O=C(Cc1cccs1)N1CCN(c2ccc(F)cc2)CC1 | 5 | 16 | -0.3 | 0.9 | 0 | 4 | -0.6 | 0 | 1.3
CN1CCCN(C(=O)CNC(=O)Cc2ccccc2)CC1 | -3 | 7 | 0.2 | 0.1 | 0 | 1 | 0.0 | -18 | -0.3
C/C(=N\Nc1nc2ccccc2s1)c1ccc2c(c1)OCO2 | 2 | -7 | 0.8 | 0.1 | -3 | 6 | -0.2 | -3 | 0.8
O=c1[nH]c(CSc2nc3ccccc3s2)nc2ccccc12 | 0 | -7 | -0.4 | -1.0 | -10 | -2 | 0.1 | -6 | -0.6
COc1cccc2c1NC(C(=O)O)C1CC=CC21 (configuration not stated) | 4 | -120 | 0.5 | 0.2 | 0 | 6 | 0.8 | 15 | -1.2
c1ccc(Cn2c(CNc3nc4ccccc4n3CCN3CCOCC3)nc3ccccc32)cc1 | 0 | -32 | -0.1 | -1.1 | -18 | 5 | -1.0 | 24 | 2.5
CN(c1ccc(OCC(=O)OCC(=O)NCc2ccco2)cc1)S(=O)(=O)c1ccc2ccccc2c1 | -1 | -1 | 0.3 | 1.3 | 4 | 7 | 0.1 | 3 | 0.1
COc1ccc(/C=N/NC(=S)Nc2ccccc2)cc1COc1ccc(Br)cc1 | -2 | -52 | 0.4 | 1.1 | -18 | -6 | -0.7 | 2 | 1.2
O=C(NCc1ccco1)C(c1cccs1)N(Cc1ccccc1)C(=O)Cn1nnc2ccccc21 (configuration not stated) | 0 | 32 | -0.2 | -0.9 | 5 | 3 | -0.2 | 14 | 2.0
CC(=O)NCCc1ccc(S(=O)(=O)NCc2ccc3c(c2)OCO3)cc1 | 0 | 8 | 0.5 | -0.1 | -7 | 2 | 0.6 | 17 | 0.7
O=C(N/N=C/c1ccc(O)cc1)c1nc(-c2ccccc2)n(-c2ccccc2)n1 | -4 | -46 | -0.1 | 0.1 | -3 | 1 | -0.1 | 18 | -0.9
COc1ccc(NC(=S)/N=C(\N)Nc2nc(C)c3ccccc3n2)cc1 | -1 | -28 | -0.7 | -2.9 | -5 | 3 | -2.0 | -51 | 0.3
O=C(Nc1ccc2nc(-c3ccco3)c(-c3ccco3)nc2c1)N1CCCCCC1 | 2 | -190 | -0.3 | 0.4 | -10 | 8 | 0.5 | -26 | -0.6
CCOC(=O)c1c(C)n(C)c2ccc(OC(C)C(=O)OC)cc12 (configuration not stated) | 0 | 20 | -0.8 | -1.7 | -5 | 2 | 0.3 | -4 | 0.8
Cc1cc(N2CCN(C(c3ccccc3)c3ccccc3)CC2)n2ncnc2n1 | -3 | -1 | -0.8 | -0.9 | -9 | -1 | 0.6 | 11 | 0.9
CN(/N=C/c1ccncc1)c1cnn(-c2ccc(F)c(Cl)c2)c(=O)c1Cl | 1 | -40 | 0.8 | 1.3 | 14 | 6 | 0.6 | 12 | 0.0
COc1ccc(Nc2ccc(S(=O)(=O)N3CCCCC3)cc2[N+](=O)[O-])cc1Cl | 5 | 29 | 0.1 | -0.3 | -19 | 9 | 0.3 | 2 | 2.3
CCOC(=O)C1CCCN(c2oc(-c3ccc(OC)cc3)nc2C#N)C1 (configuration not stated) | -2 | -277 | -0.6 | -2.4 | -17 | 0 | 0.0 | -27 | -1.9
COc1cc(NC(=O)COc2ccccc2Cl)ccc1NC(=O)C(C)C | -2 | -5 | 2.8 | 3.4 | -6 | 4 | -0.4 | -20 | 2.3
COc1ccc(C(CC(=O)NCc2ccccc2)C(C)C)cc1 (configuration not stated) | -1 | -6 | -0.1 | -2.4 | -2 | -1 | 0.8 | 7 | -1.1
CN(C)C(CNC(=O)c1oc2ccccc2c1CSc1ncn[nH]1)c1ccco1 (configuration not stated) | 0 | -13 | 0.8 | 0.7 | -7 | 8 | 1.0 | -1 | 1.4
CSc1nnc(-c2ccc(Cl)cc2Cl)o1 | -3 | 20 | -0.2 | -1.0 | -7 | -2 | 1.1 | 2 | 1.6
COc1ccccc1N/C(N)=N/c1nc(CSc2nc3ccccc3s2)cc(=O)[nH]1 | 0 | -65 | -0.1 | -0.7 | -11 | 2 | -0.1 | 11 | 0.4
CCOC(=O)c1c(C)[nH]c(N=Nc2ccc(C)cc2)c1C | 2 | -12 | 0.1 | -0.5 | 3 | 6 | -0.5 | 21 | -0.6
O=C(OCc1nc2ccccc2s1)c1cccs1 | 1 | -26 | -0.3 | -0.2 | -8 | 8 | 0.5 | 8 | -0.6

Rewritten with each value named: entries from further up.
molecule: Cc1ccccc1N1C(=O)c2ccccc2NC1c1ccncc1 (configuration not stated)
  Ba/F3 V617F tox: 1; Calpain2 inh: -127; TRPML3 ag: -0.1; TRPN1 ag: 0.2; S1P4 antag: 5; BaF3 tox: 5; PERK inh: 0.1; EP2 mod: 27; S1P4 ag: 1.6
molecule: O=C(N/N=C/c1ccc[nH]1)c1cc(-c2cccs2)nc2ccccc12
  Ba/F3 V617F tox: 0; Calpain2 inh: -70; TRPML3 ag: 0.3; TRPN1 ag: -0.8; S1P4 antag: 0; BaF3 tox: 0; PERK inh: 1.0; EP2 mod: -4; S1P4 ag: -0.1
